# APJ antagonist = APJ receptor antagonism | 330,000 compounds, 0.32% hits | CHO-K1 APJ beta-arrestin complementation, luminescence | inhibition, % at 20 µM | P35414;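 active = inhibition above about 40% at 20 µM, limit read from the data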;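 also: cells challenged with 10 nM apelin-13 agonist together with compound; plate controls were apelin-13 plus DMSO wells for no effect and DMSO wells lacking apelin-13 for full effect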
# CXCR6 block = CXCR6 (human) receptor inhibition | O00574 | CHO-K1 PathHunter CXCR6 beta-arrestin, luminescence | inhibition, % at 20 µM | 360,000 compounds, 0.36% hits; in the data active = inhibition above about 34%, passing the limit was not always enough;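 also: antagonist mode with CXCL16 agonist at 10 nM final; 0% = 10 nM CXCL16 with DMSO and 100% = unstimulated wells without agonist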
# Target sequence (O00574 whole entry, looked up): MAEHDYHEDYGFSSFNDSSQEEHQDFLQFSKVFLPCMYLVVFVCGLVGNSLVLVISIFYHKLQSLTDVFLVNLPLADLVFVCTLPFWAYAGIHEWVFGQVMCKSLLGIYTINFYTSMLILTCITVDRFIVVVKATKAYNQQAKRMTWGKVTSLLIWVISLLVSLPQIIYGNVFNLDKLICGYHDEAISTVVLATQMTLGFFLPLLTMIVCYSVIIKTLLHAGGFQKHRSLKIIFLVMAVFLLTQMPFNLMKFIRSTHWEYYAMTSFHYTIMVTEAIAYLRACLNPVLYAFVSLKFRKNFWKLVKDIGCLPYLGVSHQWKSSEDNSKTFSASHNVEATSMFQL
# EBI2 antag = EBI2 (human) antagonism | EBI2 beta-arrestin recruitment, luminescence, 7a,25-OHC stimulated | inhibition, % at 5 µM | AID 651636 | 360,000 compounds, 0.81% hits; in the data active = inhibition above about 38%;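 also: enzyme fragment complementation signal reports receptor beta-arrestin coupling in cells; 0% = agonist plus DMSO wells and 100% = wells without agonist; some results beyond the cut were filed as inactive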
# Target sequence (P32249 whole entry, looked up, the tested form may be a part): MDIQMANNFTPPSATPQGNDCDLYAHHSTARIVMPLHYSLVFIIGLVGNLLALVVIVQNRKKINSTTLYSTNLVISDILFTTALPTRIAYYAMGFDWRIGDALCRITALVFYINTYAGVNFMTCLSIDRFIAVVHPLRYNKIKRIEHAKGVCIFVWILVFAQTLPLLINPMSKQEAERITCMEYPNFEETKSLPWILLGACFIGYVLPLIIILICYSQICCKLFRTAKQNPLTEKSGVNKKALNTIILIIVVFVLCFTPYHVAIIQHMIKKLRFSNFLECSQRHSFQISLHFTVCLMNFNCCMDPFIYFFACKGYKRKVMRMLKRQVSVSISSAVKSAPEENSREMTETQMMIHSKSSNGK
# CCR6 antag = antagonists of human CCR6 receptor | 340,000 compounds, 0.49% hits | AID 493098 | CHO-K1 CCR6 PathHunter beta-arrestin, luminescence, CCL20-stimulated | P51684 | inhibition, % at 20 µM;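 active = compounds whose inhibition of the agonist-driven luminescence signal at 20 µM reaches about 50%, limit read from the data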;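 also: cells stimulated with CCL20 at 14 nM final; plate controls were DMSO with CCL20 for no effect and DMSO without agonist for full effect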
# UBC13 inh = inhibitors of human UBC13 polyubiquitin chain formation. P61088. TR-FRET. inhibition, % at 20 µM. 330,000 compounds, 0.47% hits. AID 485273; in the data active = inhibition above about 45%, passing the limit was not always enough
# Target sequence (P61088 whole entry, looked up): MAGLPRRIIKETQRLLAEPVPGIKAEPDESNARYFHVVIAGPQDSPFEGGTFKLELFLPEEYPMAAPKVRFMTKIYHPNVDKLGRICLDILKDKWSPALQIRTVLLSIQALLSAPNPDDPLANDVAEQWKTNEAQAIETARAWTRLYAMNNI
# Gli-Sufu antag = Gli-Sufu pathway antagonism | Sufu-KO-LIGHT fibroblasts, Gli luciferase reporter luminescence | inhibition, % at 5 µM | 340,000 compounds, 0.74% hits | AID 588413;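 active = inhibition above about 55%, limit read from the data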;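 also: 0% = DMSO-treated cells and 100% = wells with medium but no cells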
# Jurkat NFkB inh = inhibitors of the PMA/ionomycin-induced NF-kB reporter in Jurkat cells. PMA/ionomycin-induced NF-kB luciferase reporter, luminescence. inhibition, % at 4 µM. 330,000 compounds, 0.53% hits. AID 435003; in the data active = inhibition above about 50%
# 697 NFkB inh = inhibitors of the PMA/ionomycin-induced NF-kB reporter in 697 B cells; 330,000 compounds, 0.33% hits; 697 B-cell NF-kB luciferase reporter, 16 h; inhibition, % at 4 µM; in the data active = inhibition above about 35%
# Starred values were filed as active, the others as inactive; nt = no result given.
item	smiles	Gli-Sufu antag	CXCR6 block	EBI2 antag	CCR6 antag	697 NFkB inh	UBC13 inh	Jurkat NFkB inh	APJ antagonist
1	CCC(CC)C(=O)c1c[nH]c(C(=O)NCc2ccco2)c1	-1	9	-6	0	-7	2	2	9
2	CN(CC(=O)NCc1cccs1)S(=O)(=O)c1cccc2cccnc12	-3	-10	1	-10	-26	-5	-6	16
3	CCn1nc(C(=O)OCc2cccc(S(=O)(=O)N(C)C)c2)c2ccccc2c1=O	-2	-9	9	-7	6	2	-1	-4
4	CCCCC(=O)Nc1nc2c(OC)cc([N+](=O)[O-])cc2s1	8	5	-5	15	16	-3	7	15
5	O=C(CSc1nnc(-c2ccco2)n1-c1ccccc1)N1CCOCC1	31	63*	-2	4	18	14	-2	7
6	CCc1cc(C(=O)NN2C(=O)NC3(CCCCC3)C2=O)sc1C	2	-7	-2	5	0	-1	7	5
7	Cc1ccc(-c2nnn(CC(=O)N(CC(=O)NC3CCCCC3)c3ccc(F)c(Cl)c3)n2)o1	-11	-4	6	11	19	-9	-1	9
8	Oc1ccc(-c2cc(-c3ccc(O)cc3)nc(-c3ccccc3)n2)cc1	16	-1	-15	8	-10	34	0	-6
9	C/C(=N/NC(=O)CN1CCN(S(=O)(=O)c2ccc(C)cc2)CC1)c1cccc(O)c1	-9	-6	-5	6	11	-12	-15	3
10	Cc1ccc(C)c(NC(=O)C(Sc2cccc[n+]2[O-])c2ccccc2)c1 (centres undefined)	-1	4	4	-4	-5	-8	3	8
11	CCCN(Cc1ccc(N(C)C)cc1)CC1CC1	3	7	5	-12	8	6	2	7
12	Cc1ccc(-n2c(C)cc(/C=N/NC(=O)Cn3c4ccccc4c(=O)c4ccccc43)c2C)cc1	-3	23	10	14	-4	-14	6	21
13	COC(=O)c1c[nH]n2c(=O)c(Cc3ccc(F)cc3Cl)c(C)nc12	8	-7	2	-3	26	-5	2	-7
14	C(=N\NC1=Nc2cccc3cccc1c23)/c1ccccc1	-78	-3	34	13	-181	-16	-167	11
15	Cn1c(NC(=O)C2CCCC2)cc(=O)n(C)c1=O	0	-4	0	-6	2	-2	2	12
16	CCOC(=O)c1c(NC(NC(=O)C(C)C)C(Cl)(Cl)Cl)sc2c1CCC2 (centres undefined)	6	-1	32	10	-37	-11	37	-12
17	Cc1ccc(C)c(Cn2nnc3c(=O)[nH]c(C4CCCN(C(=O)C5CCC5)C4)nc32)c1 (centres undefined)	2	-9	14	1	-3	4	4	-2
18	CCCCN1C(=O)/C(=C2/Sc3ccc(OC)cc3N2CC)SC1=S	2	17	8	1	29	-14	4	-6
19	COc1ccc(CNC(=O)COC(=O)CN2C(=O)C3CC=CCC3C2=O)cc1 (centres undefined)	5	2	-1	13	14	-1	15	8
20	COc1ccc(OC)c(NC(=O)COc2ccc3c(c2)CCC3)c1	6	-4	-9	8	7	-5	-6	3
21	Cc1cc(Cl)cc(Br)c1OCCCCn1cncn1	-6	-10	2	14	2	5	8	0
22	FC(F)Oc1ccc(-c2csc(Cc3nnc4n3CCCCC4)n2)cc1	22	1	-3	16	nt	nt	nt	nt
23	CN1CCN(C(=O)/C=C/c2ccc([N+](=O)[O-])o2)CC1	19	-25	-7	-4	0	-9	8	-39
24	COc1ccccc1C(=O)Nc1nnc(S(=O)(=O)N2CCOCC2)s1	-48	5	-1	17	-5	2	2	-2
25	CCC(C)[C@H](NC(=O)NC(C)C)C(=O)O (some centres undefined)	6	6	-6	-17	-71	-11	1	-8
26	CCN1CCN(c2ccc(S(=O)(=O)N3CCCCC3)cc2NC(=O)c2cccc(OC(F)F)c2)CC1	19	17	14	18	-4	9	4	17
27	O=C(N/N=C/c1c[nH]c2ccccc12)c1sc2ccccc2c1Cl	-35	-5	4	16	-38	-7	-42	11
28	CCC/C(=C1/c2ccccc2C(=O)N1c1ccccc1)c1ccc2c(c1)OCO2	-9	6	-7	11	-4	-16	-8	12
29	Cc1ccccc1-c1cccc([C@@H]2C[C@H]3[C@H](CON3C)CN2C(=O)C(C)(C)C)c1	-12	4	0	-2	nt	nt	nt	nt
30	COc1ccc(-n2c(SCC3CNC(=O)O3)nnc2-c2ccc(Cl)cc2)cc1 (centres undefined)	3	13	3	-3	-6	-5	-23	-9
31	O=C(NCC(=O)N(c1cccc(F)c1)C(C(=O)NC1CCCC1)c1ccncc1)c1ccco1 (centres undefined)	14	-4	1	9	6	5	-16	4
32	Cc1ccc(Oc2ccc(S(=O)(=O)N3CCOCC3)cc2C(N)=O)c(-n2nc3ccccc3n2)c1	0	11	14	7	-32	-4	23	-8
33	NC(=S)N=Nc1c(O)n(CCCl)c2ccccc12	18	8	13	13	21	90*	1	5
34	CCOC(=O)c1c(N)sc(N)c1C(=O)OCC	3	17	12	23	-6	-8	12	61*
35	CC1CCN(C(=O)N2c3ccccc3Sc3ccccc32)CC1	6	-9	1	-2	-24	2	6	-6
36	COc1cc2c(cc1OC)CN(C(=O)c1cccc(S(=O)(=O)N3CCc4ccccc43)c1)CC2	-5	11	6	16	-214	10	-25	10
37	Cc1cc(SCC(=O)NC(=O)c2cccn2C)nc2ccccc12	-2	-9	-2	7	-1	56*	-4	-28
38	Cc1ccc(C(CNS(=O)(=O)c2ccc(F)cc2C)N2CCN(C)CC2)cc1 (centres undefined)	11	-3	-17	8	11	2	2	-47
39	NS(=O)(=O)c1ccc(NC(=O)c2cccc3cc4ccccc4nc23)cc1	-3	0	7	15	nt	nt	nt	nt
40	Cc1nn(Cc2ccc(Br)cc2)c(C)c1NC(=O)c1nn(C)cc1Cl	-13	-18	-25	3	16	3	0	12
41	O=C(CN1CCN(Cc2ccccc2)CC1)N1N=CCC1c1ccccc1 (centres undefined)	-6	1	0	11	11	12	2	8
42	Cc1ccc(-c2nc(-c3cccnc3)sc2CC(=O)Nc2ccc(C)c(Cl)c2)cc1	6	4	31	21	-17	-8	-3	9
43	COc1ccc2c(CC(=O)OCC(=O)N3CCc4ccccc43)coc2c1	-5	-10	-5	5	10	10	1	7
44	CC(C)c1ccc(C(=O)Nc2ccc(CN3CCOCC3)cc2)cc1	2	0	3	-3	-79	-1	-11	-5
45	Cn1nc(C(F)(F)F)c(-c2ccc(Br)cc2)c1NC(=O)Nc1ccc(F)cc1F	3	4	1	-6	-5	6	18	11
46	CCCc1nc2ccccc2c(C(=O)OCC(=O)NCc2ccco2)c1CC	6	8	8	9	-7	-8	1	1
47	O=c1cc(Br)c(O)c(Br)cc1Br	5	3	6	16	nt	nt	nt	nt
48	COc1ccc(OCCNS(=O)(=O)c2ccccc2)cc1	0	-4	5	6	-7	2	-19	-20
49	Cc1cc(C)c2ccc(=O)n(CC(=O)N/N=C/c3ccccc3Cl)c2n1	4	-21	-5	-1	-2	5	-9	4
50	Cc1nc2nc(SCC(=O)NCCCN3CCCC(C)C3)nn2c(C)c1Cc1ccccc1Cl (centres undefined)	19	7	-6	14	-14	3	0	-4

# Laid out differently: entries from further up
43	COc1ccc2c(CC(=O)OCC(=O)N3CCc4ccccc43)coc2c1
44	CC(C)c1ccc(C(=O)Nc2ccc(CN3CCOCC3)cc2)cc1
45	Cn1nc(C(F)(F)F)c(-c2ccc(Br)cc2)c1NC(=O)Nc1ccc(F)cc1F

compound no.	43	44	45
Gli-Sufu antag	-5	2	3
CXCR6 block	-10	0	4
EBI2 antag	-5	3	1
CCR6 antag	5	-3	-6
697 NFkB inh	10	-79	-5
UBC13 inh	10	-1	6
Jurkat NFkB inh	1	-11	18
APJ antagonist	7	-5	11

# Other entries.
item	smiles	Gli-Sufu antag	CXCR6 block	EBI2 antag	CCR6 antag	697 NFkB inh	UBC13 inh	Jurkat NFkB inh	APJ antagonist
51	CCOC(=O)N1CCN(C(=O)COC(=O)CNC(=O)c2ccc(C)cc2)CC1	-8	3	0	-3	3	-2	-4	-6
52	COc1ccc(C(=O)Sc2ccc(C)cc2)cc1OC	-6	11	9	12	17	8	11	7
53	COc1ccccc1C(=O)NC(C)C(c1cccs1)N1CCN(C)CC1 (centres undefined)	1	-2	-5	4	2	-4	-10	20
54	Cc1ccc(CNC(=O)COc2ccc(S(=O)(=O)NC(C)C)cc2)cc1	-1	4	31	-4	3	-15	-16	-5
55	COc1ncnc2c1oc1nc(CC(C)C)c3c(c12)CCCC3	6	3	14	13	nt	nt	nt	nt
56	CCOC(=O)C1=CCC2c3c(c4ccccc4n3C)C(=O)C1N2C(=O)OC(C)(C)C (centres undefined)	23	-4	2	26	4	-6	-3	-15
57	Nc1c(C(=O)OCC(=O)Nc2cccc([N+](=O)[O-])c2)[nH]c(=O)[nH]c1=O	5	5	-2	6	4	-8	13	4
58	Cc1cccc(NC(=O)c2ccc(S(=O)(=O)NCc3cccnc3)cc2)c1C	-34	10	3	4	2	4	6	-8
59	O=C(O)c1ccc(C(=O)c2ccc3c(c2)C(=O)N(Cc2ccco2)C3=O)cc1	1	11	2	6	23	-12	-8	11
60	COc1ccc2c(c1)cc1n2CCN=C1NN	3	3	-6	-4	-32	-1	-5	-6
61	Cc1ccc(N2C(=O)N(CC(=O)NC(N)=O)C(=O)C2C)cc1 (centres undefined)	1	-2	-11	13	17	-4	0	-8
62	Cc1c(CCOC(=O)CC23CC4CC(CC(C4)C2)C3)sc[n+]1CC(=O)c1ccc(Br)cc1	3	2	7	36	-4	47*	-4	4
63	COc1ccc(-c2oc3ccccc3c(=O)c2OC(C)=O)cc1	-4	6	4	6	4	14	-41	3
64	C/C(=N\O)c1cccc(Br)c1	-4	-10	-13	4	5	-1	2	4
65	S=C1NCN(Cc2ccco2)CN1	4	-2	7	10	-9	0	-20	-12
66	COc1ccc(C2(NC(C)=O)CCN(C(=O)c3ccco3)CC2)cc1	-16	2	-8	6	5	6	8	14
67	COc1ccccc1-n1nnnc1SCC(=O)NC1CCCC1	nt	-8	-2	22	11	5	9	0
68	Nc1ccc(S(=O)(=O)Nc2ccccn2)cc1	0	7	1	13	10	8	3	9
69	C=CCc1cc2c(oc(=O)c3ccccc32)c(C)c1O	-17	1	-7	6	-16	-10	-10	20
70	O=C(CCNS(=O)(=O)c1ccc(OC(F)(F)F)cc1)N1CCN(C/C=C/c2ccccc2)CC1	38	-4	6	11	0	-5	4	-32
71	O=C(Nc1nccs1)[C@@H]1CCCN1S(=O)(=O)c1ccccc1F	1	-4	0	-8	10	6	4	3
72	Cc1cc(Cn2nc(C(=O)NCc3cccc(Br)c3)cc2-c2ccccc2)on1	-4	16	9	22	27	15	26	8
73	COc1ccc(NC(=O)CC(C)NCCCN2CCCC2=O)cc1 (centres undefined)	3	-4	-3	7	-27	4	-36	-2
74	Cc1ccc(S(=O)(=O)N(C)C)cc1NC(=O)CSc1nc2ccccc2[nH]1	4	-4	-2	-4	-4	10	3	12
75	COc1ccc(N(C(=O)Cn2cnc3ccccc32)C(C(=O)NC2CCCCC2)c2ccccc2)cc1 (centres undefined)	7	8	6	13	10	4	15	13
76	CCc1nc(C)c(-c2ccccc2)c(=O)[nH]1	5	4	4	7	-4	2	-12	20
77	COc1ccc(C)cc1S(=O)(=O)Nc1cc(Cl)ccc1Cl	3	2	6	0	25	-4	-13	-5
78	Cc1ccc(-n2nnc(-c3ccnc4ccccc34)n2)cc1	-82	6	-10	9	-20	6	-7	-12
79	CNC(=O)C1CC(=O)N(c2ccc(OCC(=O)N3CCCC3)cc2)C1 (centres undefined)	25	-4	3	13	-1	2	1	7
80	C[C@@H]1NC(=O)[C@H](CCC(N)=O)NC(=O)c2cc([N+](=O)[O-])cc(I)c2NCCC[C@@H](C(N)=O)NC1=O	3	2	-5	11	-19	-8	-5	0
81	CCOc1ccc(NC(=O)CN(C)C(=O)c2ccc(=O)[nH]c2)cc1OCC	-4	4	12	9	-14	0	4	10
82	CC(C)NC[C@@H](O)COc1cccc2ccccc12	nt	2	-5	2	3	7	-6	-2
83	Cc1ccc(-n2[nH]c(C)c(C=NC34CN5CN(CN(C5)C3)C4)c2=O)cc1C	-5	0	5	4	-6	-10	2	-23
84	O=C1C(Cl)=C(Nc2ccccc2O)C(=O)N1CCc1ccccc1	-4	12	-4	25	-4	-21	8	17
85	CCN(CC)CC(=O)Nc1nn(-c2ccccc2)nc1C(N)=O	4	7	-6	-31	11	-3	-23	-16

# Screening data: PubChem BioAssay, Sanford-Burnham Center for Chemical Genomics
